Source: PubChem (several laboratories)
TWEAK Fn14 block: blocks TWEAK-Fn14 interaction in a reporter cell assay | TWEAK-stimulated Fn14 reporter cells, luciferase luminescence, 8 h | inhibition, % at 10 µM | hit rate 2% among 360,000; in the data active = inhibition above about 50%
TROY signal inh: inhibitors of TROY-dependent NF-kB signaling | Q293 LMP1-TROYcd NF-kB luciferase reporter, 4 h | inhibition, % at 10 µM | hit rate 0.98% among 360,000;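 active = compounds whose plate-normalised and pattern-corrected inhibition of the luciferase reporter signal at the single screening dose is 50% or more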
HIF-2a block: HIF-2a inhibition; 786-0 RCC cells HIF-2a reporter, luciferase luminescence, overnight; inhibition, % at 18.8 µM; hit rate 0.72% among 360,000; AID 624352;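 active = inhibition of the luminescence signal of 40% or more relative to plate controls, in a single-dose primary screen at 18.75 µM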
CF NFkB block: cystic fibrosis NF-kB activation inhibition; KKLEB NF-kB-GFP reporter, PAF-induced, GFP fluorescence overnight; AID 588850; hit rate 0.86% among 360,000; inhibition, % at 5 µM;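 active = at least 50% inhibition at 5 µM, scaled per plate between neutral and stimulator controls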;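 also: PAF is a Pseudomonas aeruginosa culture filtrate used as stimulus; plate controls were PAF-stimulated DMSO wells for no effect and unstimulated DMSO wells for full effect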
Shn3 3UTR inh: Schnurri-3 reporter inhibition in Clone20 osteoblasts; Clone20 osteoblast Shn3 3'UTR firefly luciferase, 24 h; inhibition, % at 12.5 µM; hit rate 0.52% among 360,000; AID 588674;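 active = mean inhibition of at least 75% with every replicate also reaching 75%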;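 also: 0% = median of neutral control wells and 100% = pilot-screen positive control compound; some compounds past the cut are filed as inactive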
NR2E3 ag-1: agonists of human nuclear receptor NR2E3 | Q9Y5X4 | GST-NR2E3/biotin-RetCOR TR-FRET, 1536-well | inhibition of corepressor binding, % at 4.78 µM | hit rate 0.12% among 320,000 | AID 2300;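 active = percent inhibition above the cutoff of mean plus 3 SD of all tested compounds, set per screening campaign, cut at about 20% in these data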;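 also: 0% = DMSO wells and 100% = biotin wells as full block of FRET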
Target sequence (Q9Y5X4 whole entry, looked up): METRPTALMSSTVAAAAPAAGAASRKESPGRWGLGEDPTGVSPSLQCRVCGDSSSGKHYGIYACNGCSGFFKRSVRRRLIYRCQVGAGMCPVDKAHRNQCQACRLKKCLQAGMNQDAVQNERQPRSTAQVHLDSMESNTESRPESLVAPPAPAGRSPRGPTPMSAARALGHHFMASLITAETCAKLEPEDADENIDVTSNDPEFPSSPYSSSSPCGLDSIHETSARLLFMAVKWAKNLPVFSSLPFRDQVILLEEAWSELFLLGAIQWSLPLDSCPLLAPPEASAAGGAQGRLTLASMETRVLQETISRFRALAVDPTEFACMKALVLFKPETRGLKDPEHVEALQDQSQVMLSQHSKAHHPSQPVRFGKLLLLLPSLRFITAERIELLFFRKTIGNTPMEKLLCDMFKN
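system = GST-tagged NR2E3 plus biotinylated RetCOR corepressor | input = 1.35 nM GST-NR2E3 | also added = 7 nM biotin-RetCOR | schedule = 5 h incubation at 4 °C | measured by = TR-FRET with europium anti-GST and streptavidin-D2, 340 nm excitation | read-out = percent loss of FRET ratio relative to control wells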
Peg3 promoter: inhibitors of Peg3 promoter; HeLa PEG-Prom luciferase reporter, luminescence, overnight; inhibition, % at 20 µM; hit rate 1.7% among 360,000; AID 588405;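 active = inhibition of at least 50% at 20 µM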
C8 TRAIL sens: caspase-8 TRAIL sensitization; NB7+C8 cells + TRAIL, ATPlite viability luminescence; inhibition (viability loss, TRAIL sensitization), % at 10 µM; hit rate 1% among 360,000; AID 624354;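 active = compounds causing at least 50% loss of cell viability in the single-dose screen, relative to plate controls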
MITF TRPM1 inh: MITF TRPM1 promoter inhibition in SK-MEL-5 cells; SK-MEL-5 TRPM1 promoter luciferase, 24 h; hit rate 0.83% among 330,000; inhibition, % at 12.5 µM;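 active = mean inhibition across replicates of 60% or more, whatever share of single replicates reaches that level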; also: values of inactives mirror those of a sister screen read the other way
NR2E3 ag-2: human photoreceptor-specific nuclear receptor agonism; Q9Y5X4; CHO-S Gal4-NCOR/VP16-NR2E3 two-hybrid, luciferase; inhibition of corepressor binding, % at 3.98 µM; hit rate 0.35% among 360,000; AID 602229;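 active = inhibition above the mean of all tested compounds plus 3 SD, cut at about 70% in these data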;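 also: 0% = DMSO with NR2E3 transfected cells and 100% = cells lacking NR2E3 construct; higher means lower luciferase signal from less NR2E3 corepressor binding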
KKLEB cytotox: counter-screen for CF NF-kB inhibitors: cytotoxicity; KKLEB CF airway cells viability, ATPlite luminescence, overnight; active compounds read low; cells stimulated with P. aeruginosa culture filtrate; activity change (cytotoxicity), % at 5 µM; hit rate 0.36% among 360,000; AID 602141;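 active = corrected activity change at or below -50% at 5 µM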
An asterisk follows results filed as active; · = no result given. An excerpt (hit frequency here may not be typical).

SMILES	TWEAK Fn14 block	TROY signal inh	HIF-2a block	CF NFkB block	Shn3 3UTR inh	NR2E3 ag-1	Peg3 promoter	C8 TRAIL sens	MITF TRPM1 inh	NR2E3 ag-2	KKLEB cytotox
COc1cccc(CN(C)C(=O)CNC(=O)c2ccc(-c3ccccc3)cc2)c1OC	51*	36	-18	2	29	2	-14	14	16	38	-3
COc1ccc(C2CCN(Cc3cccnc3)CC2O)cc1 (stereo not drawn)	-19	4	8	-2	-8	-3	4	-3	-1	14	3
COc1ccc(N2C(=O)CSCC2=O)cc1OC	-17	5	16	-8	-2	3	16	4	-7	-6	16
COc1cccc(C(=O)NC(=S)N2CCN(c3ccc(C(F)(F)F)cc3[N+](=O)[O-])CC2)c1	-41	16	10	0	-10	2	13	4	4	-21	-15
CCc1ccccc1NC(=S)N(Cc1cccnc1)Cc1ccco1	17	2	9	5	9	0	8	-1	9	15	0
ON=C1c2ccccc2-c2ccc(O)cc21	26	-30	-201	-3	1	·	-256	-11	-6	0	8
CCOc1ccc(N2C(=O)S/C(=C\c3ccc(O)c(OC)c3)C2=O)cc1	4	3	-33	0	7	2	-19	7	-17	2	9
Cc1cc(C)cc(NC(=O)c2cccc3c2C(=O)N(C2CCCCC2)C3)c1	-1	-14	12	-12	0	0	6	3	19	14	-10
CCOC(=O)c1nc2cc3n(c(C)c-2c1C)C(C)C(C)=C3C (stereo not drawn)	-22	15	12	-6	-2	2	2	-3	-4	5	1
CC(NC(=O)CN1C(=O)NC2(CCCCC2)C1=O)c1ccc(S(N)(=O)=O)cc1 (stereo not drawn)	10	15	17	1	-15	·	2	-3	-4	7	-16
CC(=O)N1CCN(c2ccc(N=Cc3c(O)n(Cc4ccccc4)c(=O)[nH]c3=O)cc2)CC1	10	31	7	8	1	·	6	-1	12	-13	-2
Cc1ccc(NC(=S)N2CCN(S(C)(=O)=O)CC2)cc1	1	-14	5	6	7	·	2	0	9	-14	7
CC(C)Sc1cc(N2CCOCC2)nc(-c2ccc(Cl)cc2)n1	10	·	15	6	12	5	16	-2	-5	2	6
COc1ccc(CCCc2n[nH]c(=S)n2C)cc1C	-14	-8	20	-1	26	2	-12	5	5	14	4
CCOC(=O)c1c(C(=O)OCC)c(C)n(CCc2ccc(OC)c(OC)c2)c1C	-19	19	18	10	11	-1	7	-10	2	-6	6
CC1=C(C(=O)Nc2ccc(F)cc2)C(c2ccc(C)o2)C2=C(CC(C)(C)CC2=O)N1 (stereo not drawn)	1	-12	-16	-5	25	2	11	-11	12	-6	0
Cc1c(C(=O)N2CCCCC2)c(S(=O)(=O)Nc2ccc(F)cc2F)c(C)n1C	-1	-12	7	18	-3	-1	-27	-2	-6	-19	2
CCC(Sc1nc(N)c(NC(=O)c2ccc(OC)cc2)c(=O)[nH]1)C(=O)O (stereo not drawn)	6	-8	11	-5	-8	1	0	-8	-17	-8	14
COc1ccccc1CCNC(=O)c1ccoc1C	-1	-29	-60	-62	7	3	-27	11	5	1	19
Cc1ccc(-c2nnn3c2nc(NCCc2ccc(S(N)(=O)=O)cc2)c2ccccc23)cc1	-26	-15	-15	-18	12	2	18	5	-5	-11	-2
N#Cc1c(-c2ccccc2)nc2n1CCS2	-11	1	-61	-7	-10	-5	-10	2	-12	-33	0
C/C(=N/N=C/c1ccccc1O)c1ccccc1O	-2	-71	-334	-12	-38	2	-344	6	-47	-86	2
O=C(CNC(=O)c1ccco1)OCc1ccc(Br)cc1	-21	-9	4	25	7	1	4	10	-11	-23	-6
COc1ccc(CCNc2oc(-c3ccco3)nc2C#N)cc1	13	-27	-38	19	-59	0	-14	-2	-12	-34	10
O=C(C1CC1)N1CCC(Oc2cccc(C(=O)N3CCCCC3CCO)c2)CC1 (stereo not drawn)	2	1	-6	5	1	0	1	-9	-3	2	7
Cc1ccc(S(=O)(=O)NCCS(=O)(=O)N2CCN(c3ccccc3)CC2)cc1	5	-22	-2	-3	5	-3	19	15	6	41	13
O=c1[nH]c(CN(CCc2ccccc2)S(=O)(=O)c2ccc(Cl)cc2)nc2ccccc12	18	11	15	13	21	1	9	-1	-1	14	4
COc1ccc2cc(C(N)=O)c(=Nc3ccccc3)oc2c1	72*	14	-139	30	-121	3	-231	6	-101	-102	0
Cc1ccccc1OCc1nnc(SCC(=O)NCc2ccccc2)n1C	6	4	16	10	17	1	12	5	4	-10	-14
O=C(COC(=O)COc1ccc(Cl)cc1Br)NC1CCCC1	10	-2	9	-37	4	·	4	-16	·	11	-6
CN(C(=O)CSc1nnc(NCc2ccccc2)s1)C1CCS(=O)(=O)C1 (stereo not drawn)	-13	12	7	8	-16	7	-6	19	-5	-10	2
CC(C)n1ncc2c(C(=O)NCc3ccccc3CN(C)C)cc(C3CC3)nc21	12	0	7	16	8	4	15	8	-38	-2	-1
CCCCn1c(N)c(N(CCC(C)C)C(=O)C2CCCN(C(=O)c3ccc(Cl)cc3)C2)c(=O)[nH]c1=O (stereo not drawn)	-20	-6	10	-14	3	0	7	-4	-3	-19	-7
Cc1cccc(C)c1NC(=O)N1CC=C(n2c(=O)[nH]c3ccccc32)CC1	-27	8	11	8	9	1	3	-10	5	-2	6
CN(C)C1=NC(=O)/C(=C\c2ccccc2)S1	-6	-26	-15	-11	4	4	-4	0	0	-19	-5
COc1cc(N)c(Br)cc1C(=O)O	3	6	12	5	-7	-1	-10	-9	-11	-2	7
O=C1CC(CCC(=O)NC2CC2)c2ccccc2N1 (stereo not drawn)	-6	-14	2	6	-6	2	-1	6	2	7	6
Cc1cc2n(n1)C(c1ccc(N(C)C)cc1)Nc1ccccc1-2 (stereo not drawn)	-15	-53	-40	-25	-37	2	-68	-16	-13	-40	5
Fc1ccc(N2CCN(C3=Nc4cccc5cccc3c45)CC2)cc1	-54	-59	-145	-35	16	1	-146	24	-40	-53	2
O=C(COc1ccc2c(c1)C(=O)CC1(CCCCC1)O2)NCc1ccccn1	3	-26	-3	12	12	2	-2	-2	4	11	4
CCCC(=O)Nc1cc(C(F)(F)F)ccc1N1CCOCC1	-6	-7	15	4	2	-2	4	-17	4	-16	9
CCCCOC(=O)Nc1cc(C)c(Cl)cc1OC	0	-21	8	4	11	1	10	8	4	-17	6
O=C1/C(=C/c2cccc3ccccc23)CCCc2ccccc21	-4	-50	-276	-23	-29	0	-89	12	-50	-23	2
O=C(CC(O)c1ccccc1)Nc1ccccn1 (stereo not drawn)	-14	-3	-4	0	-7	·	-17	-9	1	15	10
CCCCNC(=S)N/N=C/c1cccc(OCC)c1O	-29	-38	-52	-12	-8	1	-46	8	-32	-7	5
CC(C)c1nnc(NC(=O)CCS(=O)(=O)Cc2ccccc2)s1	11	-8	10	-8	-5	4	-3	12	20	0	0
C[C@@H]1CN([C@H](C)CO)C(=O)CCCn2nncc2CO[C@H]1CN(C)C(=O)Nc1ccc(N2CCN(C)CC2)cc1	5	2	5	-2	-16	·	-7	-6	·	-25	-3
CC1CCc2c(sc(NC(=O)c3ccc(N4C(=O)CCC4=O)cc3)c2C(N)=O)C1 (stereo not drawn)	-16	-1	-45	-11	-2	5	-24	18	-12	-14	32
c1ccc(Nc2nc3ccccc3o2)cc1	-2	-40	-321	-20	-50	1	-249	36	-35	-124	6
CCCC(=O)N(CCN1CCOCC1)c1nc2c(C)cccc2s1	8	13	-11	9	12	4	-9	3	-2	7	-5
Other records
SMILES	TWEAK Fn14 block	TROY signal inh	HIF-2a block	CF NFkB block	Shn3 3UTR inh	NR2E3 ag-1	Peg3 promoter	C8 TRAIL sens	MITF TRPM1 inh	NR2E3 ag-2	KKLEB cytotox
O=C1C=C(c2cccc(Br)c2)C[C@@H](c2ccc3c(c2)OCO3)C1	-40	-10	-10	27	7	3	-33	-11	13	-25	-11
Cc1nn(CC(=O)N/N=C/c2ccc3c(c2)OCO3)c(C)c1Br	-22	-31	3	-16	0	1	-4	-12	4	-15	-2
O=C(Nc1ccc(N2CCCCC2)cc1)c1cncc(Br)c1	9	-42	-176	31	-67	-2	-288	23	-122	-113	-4
CCNc1nc(NCC)n2c(SCC(=O)Nc3ccccc3F)nnc2n1	-18	-7	3	4	-5	-3	4	4	-3	4	11
CCC(=O)c1ccc(OCC(=O)OCC(=O)NCc2cccs2)cc1	8	1	6	-16	-3	-4	-1	-31	-9	7	8

In the list so far, these contain an aryl methoxy group:
SMILES	TWEAK Fn14 block	TROY signal inh	HIF-2a block	CF NFkB block	Shn3 3UTR inh	NR2E3 ag-1	Peg3 promoter	C8 TRAIL sens	MITF TRPM1 inh	NR2E3 ag-2	KKLEB cytotox
COc1cccc(CN(C)C(=O)CNC(=O)c2ccc(-c3ccccc3)cc2)c1OC	51*	36	-18	2	29	2	-14	14	16	38	-3
COc1ccc(C2CCN(Cc3cccnc3)CC2O)cc1 (stereo not drawn)	-19	4	8	-2	-8	-3	4	-3	-1	14	3
COc1ccc(N2C(=O)CSCC2=O)cc1OC	-17	5	16	-8	-2	3	16	4	-7	-6	16
COc1cccc(C(=O)NC(=S)N2CCN(c3ccc(C(F)(F)F)cc3[N+](=O)[O-])CC2)c1	-41	16	10	0	-10	2	13	4	4	-21	-15
CCOc1ccc(N2C(=O)S/C(=C\c3ccc(O)c(OC)c3)C2=O)cc1	4	3	-33	0	7	2	-19	7	-17	2	9
COc1ccc(CCCc2n[nH]c(=S)n2C)cc1C	-14	-8	20	-1	26	2	-12	5	5	14	4
CCOC(=O)c1c(C(=O)OCC)c(C)n(CCc2ccc(OC)c(OC)c2)c1C	-19	19	18	10	11	-1	7	-10	2	-6	6
CCC(Sc1nc(N)c(NC(=O)c2ccc(OC)cc2)c(=O)[nH]1)C(=O)O (stereo not drawn)	6	-8	11	-5	-8	1	0	-8	-17	-8	14
COc1ccccc1CCNC(=O)c1ccoc1C	-1	-29	-60	-62	7	3	-27	11	5	1	19
COc1ccc(CCNc2oc(-c3ccco3)nc2C#N)cc1	13	-27	-38	19	-59	0	-14	-2	-12	-34	10
COc1ccc2cc(C(N)=O)c(=Nc3ccccc3)oc2c1	72*	14	-139	30	-121	3	-231	6	-101	-102	0
COc1cc(N)c(Br)cc1C(=O)O	3	6	12	5	-7	-1	-10	-9	-11	-2	7
CCCCOC(=O)Nc1cc(C)c(Cl)cc1OC	0	-21	8	4	11	1	10	8	4	-17	6
